CCHFV vOTU inh: CCHFV vOTU protease inhibitors, primary screen, biochemical, Pep-AMC substrate, fluorescence | inhibition, % at 11.5 µM | Crimean-Congo hemorrhagic fever virus L polyprotein viral ovarian tumor (vOTU) protease … | AID 651958, 2012 | 370,000 compounds, 0.55% hits; also: 0% = vehicle wells with enzyme and 100% = no enzyme wells
PrPC surface inh: inhibitors of human cell surface prion protein PrPC, primary screen, cell-based, TR-FRET; Major prion protein (Homo sapiens), P04156; TR-FRET read-out; inhibition, % at 13.8 µM; 370,000 compounds, 0.43% hits; in the data active = inhibition above about 24%; also: 0% = median of the test wells and 100% = reference compound wells
FadD28 FP inh: inhibitors of FadD28 bisubstrate probe binding, primary screen, biochemical, fluorescence polarization, single point; Mycobacterium tuberculosis FadD28 fatty-acid-AMP ligase; inhibition, % at 12.5 µM; 360,000 compounds, 0.22% hits; in the data active = inhibition above about 8.5%, passing the limit was not always enough; inconclusive = no clear call, values can overlap the other calls
Mtb FBA inh: Mtb FBA enzyme inhibitors, primary screen, biochemical, fluorescence, strain H37Rv; Fructose-bisphosphate aldolase (Mycobacterium tuberculosis (strain ATCC 25618 / H37Rv)), …; inhibition, % at 1 µM; 360,000 compounds, 2.3% hits; purified M. tuberculosis FBA, fluorescence read-out; in the data active = inhibition above about 27%;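 also: 0% = vehicle and 100% = reference inhibitor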
Target sequence (P9WQA3 whole entry, looked up): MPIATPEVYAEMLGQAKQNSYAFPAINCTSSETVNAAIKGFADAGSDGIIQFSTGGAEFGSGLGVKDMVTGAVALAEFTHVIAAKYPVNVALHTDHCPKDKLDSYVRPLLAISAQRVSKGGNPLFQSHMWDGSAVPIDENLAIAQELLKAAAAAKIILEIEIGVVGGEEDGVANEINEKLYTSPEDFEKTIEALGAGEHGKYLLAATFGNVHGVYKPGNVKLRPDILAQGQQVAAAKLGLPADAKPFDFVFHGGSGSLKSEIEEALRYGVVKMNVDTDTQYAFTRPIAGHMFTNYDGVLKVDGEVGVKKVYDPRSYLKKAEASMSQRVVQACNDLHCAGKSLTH
BoNT A protease: BoNT/A light chain protease inhibitors, primary screen, biochemical, flow cytometry, MLPCN library | AID 588499, 2011 | multiplex microsphere protease substrate cleavage | inhibition, % at 10 µM | 360,000 compounds, 0.17% hits | Botulinum neurotoxin type A light chain protease (Clostridium botulinum A str. ATCC 3502); in the data active = inhibition above about 30%; inconclusive = no clear call, values can overlap the other calls; also: plate controls were buffer without enzyme for full effect and enzyme alone for no effect
BioA inh: M. tuberculosis BioA enzyme inhibitors, primary screen, biochemical, plate reader, single point, HTS; 7,8-diaminopelargonic acid synthase BioA (Mycobacterium tuberculosis); purified M. tuberculosis BioA enzyme; inhibition, % at 9.99 µM; 360,000 compounds, 0.096% hits; in the data active = inhibition above about 40%; inconclusive = no clear call, values can overlap the other calls
BoNT F protease: BoNT/F light chain protease inhibitors, primary screen, biochemical, flow cytometry, MLPCN library. inhibition, % at 10 µM. 360,000 compounds, 0.22% hits. AID 588497, 2011. Multiplex microsphere protease cleavage assay; in the data active = inhibition above about 35%, passing the limit was not always enough; inconclusive = no clear call, values can overlap the other calls; also: plate controls were buffer without enzyme for full effect and enzyme alone for no effect
UGM FP inh: M. tuberculosis UGM enzyme inhibitors, primary screen, biochemical, fluorescence polarization, single point. purified UGM, fluorescence polarization probe displacement. inhibition, % at 10 µM. 320,000 compounds, 0.06% hits; in the data active = inhibition above about 10%, passing the limit was not always enough; inconclusive = no clear call, values can overlap the other calls
Target sequence (P9WIQ1 whole entry, looked up): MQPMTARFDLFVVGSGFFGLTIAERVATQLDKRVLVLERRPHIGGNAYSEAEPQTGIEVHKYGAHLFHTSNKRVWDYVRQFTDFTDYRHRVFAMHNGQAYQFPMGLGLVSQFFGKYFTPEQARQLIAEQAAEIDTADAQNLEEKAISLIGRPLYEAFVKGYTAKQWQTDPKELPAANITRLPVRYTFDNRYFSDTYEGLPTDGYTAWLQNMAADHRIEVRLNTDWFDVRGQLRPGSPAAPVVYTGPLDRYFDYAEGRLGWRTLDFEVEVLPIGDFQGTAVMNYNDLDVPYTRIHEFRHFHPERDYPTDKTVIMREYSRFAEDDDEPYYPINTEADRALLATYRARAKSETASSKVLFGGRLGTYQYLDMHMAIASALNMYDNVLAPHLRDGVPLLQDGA
GDH-TPI counter: GDH-TPI coupling enzyme inhibitors, primary screen, artefact control for M. tuberculosis FBA inhibitor project, biochemical, absorbance, full deck; GDH-TPI coupled enzyme counterscreen, NADH absorbance; inhibition, % at 4.8 µM; 360,000 compounds, 1.2% hits; AID 588335, 2011;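 also: 0% = DMSO wells and 100% = wells lacking the enzyme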
* marks the source's active call; other numbers are inactive results. Rule as the data show it, unless noted: active = inhibition above about 30%; inactive = the rest.

How did COC(=O)C1CCCN1S(=O)(=O)c1ccc2ccccc2c1 (configuration not stated) do in these assays?
CCHFV vOTU inh: 1; PrPC surface inh: 0; FadD28 FP inh: -1.4; Mtb FBA inh: -3; BoNT A protease: 3.7; BioA inh: -1.2; BoNT F protease: 5; UGM FP inh: -3.8; GDH-TPI counter: -5

How did Cc1nnc(NC(=O)CCC(=O)N2CCC(C)CC2)s1 do in these assays?
CCHFV vOTU inh: -1; PrPC surface inh: -9; FadD28 FP inh: -3.1; Mtb FBA inh: 2; BoNT A protease: -0.3; BioA inh: 1.6; BoNT F protease: 8; UGM FP inh: -0.3; GDH-TPI counter: -9

What do the screens show for `CSc1ccccc1NC(=O)c1ccc(N2CC3CC(C2)c2cccc(=O)n2C3)c(NC(=O)c2cccnc2)c1` (configuration not stated)?
CCHFV vOTU inh: 14; PrPC surface inh: -4; FadD28 FP inh: -1.0; Mtb FBA inh: 3; BoNT A protease: 1.5; BioA inh: 0.4; BoNT F protease: 7; UGM FP inh: 1.1; GDH-TPI counter: 4

Results for Cc1ccc(N=Cc2c(C)[nH]n(-c3nc4ccccc4[nH]3)c2=O)cc1 ?
CCHFV vOTU inh: -9; PrPC surface inh: 4; FadD28 FP inh: -0.1; Mtb FBA inh: 4; BoNT A protease: -0.2; BioA inh: -1.6; BoNT F protease: 0; UGM FP inh: 0.9; GDH-TPI counter: 22

What do the screens show for `CCN1CCCC1CNC(=O)CS(=O)(=O)Cc1nc(-c2ccccc2C)oc1C` (configuration not stated)?
CCHFV vOTU inh: 1; PrPC surface inh: 6; FadD28 FP inh: -3.2; Mtb FBA inh: 1; BoNT A protease: -0.1; BioA inh: -2.0; BoNT F protease: -2; UGM FP inh: 2.4; GDH-TPI counter: -6

How did Cc1ccc2oc(C(=O)N3CCN(CC(=O)NC(C)C)CC3)c(C)c2c1 do in these assays?
CCHFV vOTU inh: -3; PrPC surface inh: 2; FadD28 FP inh: -1.7; Mtb FBA inh: 2; BoNT A protease: -0.5; BioA inh: -1.1; BoNT F protease: inconclusive; UGM FP inh: -3.3; GDH-TPI counter: -1

Results for CCOC(=O)Cc1cc(-c2ccc(F)cc2)nc2ccc3ccccc3c12 ?
CCHFV vOTU inh: -2; PrPC surface inh: -3; FadD28 FP inh: -1.2; Mtb FBA inh: 0; BoNT A protease: -0.2; BioA inh: -0.8; BoNT F protease: -1; UGM FP inh: -2.8; GDH-TPI counter: 18

How did O=C(CN1C(=O)S/C(=C\C=C\c2ccccc2)C1=O)Nc1ccc(O)cc1 do in these assays?
CCHFV vOTU inh: 9; PrPC surface inh: -1; FadD28 FP inh: -3.1; Mtb FBA inh: 0; BoNT A protease: 0.2; BioA inh: -1.2; BoNT F protease: 3; UGM FP inh: -1.4; GDH-TPI counter: 33*

Results for Cc1cn([C@H]2C[C@H](O)[C@@H](CNC(=O)[C@H](N)Cc3cccnc3)O2)c(=O)[nH]c1=O ?
CCHFV vOTU inh: -5; PrPC surface inh: -7; FadD28 FP inh: -0.7; Mtb FBA inh: 0; BoNT A protease: -0.3; BioA inh: -0.3; BoNT F protease: 0; GDH-TPI counter: 1

Results for Cc1ccccc1S(=O)(=O)c1c(C)cc(-c2ccccc2)[nH]c1=O ?
CCHFV vOTU inh: -8; PrPC surface inh: -4; FadD28 FP inh: -1.9; Mtb FBA inh: 76*; BoNT A protease: 0.2; BioA inh: -1.8; BoNT F protease: -1; UGM FP inh: 4.3; GDH-TPI counter: 19

Results for Cc1ccc(S(=O)(=O)Nc2ccc3c(c2)ncn3C(C)(C)C)cc1 ?
CCHFV vOTU inh: 8; PrPC surface inh: 24; FadD28 FP inh: 0.9; Mtb FBA inh: 2; BoNT A protease: -0.6; BioA inh: 0.5; BoNT F protease: 4; UGM FP inh: -0.5; GDH-TPI counter: -2

Results for CCOC(=O)c1c(S(=O)(=O)NCc2cccs2)c(C)n(C)c1C ?
CCHFV vOTU inh: 0; PrPC surface inh: 1; FadD28 FP inh: -0.4; Mtb FBA inh: 2; BoNT A protease: 2.1; BioA inh: -0.4; BoNT F protease: 2; UGM FP inh: 2.4; GDH-TPI counter: 7

Results for CC(=O)c1ccc(-c2ccc(C(=O)N3CCN(c4ccc(F)cc4)CC3)o2)cc1 ?
CCHFV vOTU inh: -2; PrPC surface inh: 3; FadD28 FP inh: -2.5; Mtb FBA inh: 2; BoNT A protease: 0.7; BioA inh: 13; BoNT F protease: 4; UGM FP inh: 0.9; GDH-TPI counter: 22

Results for Cc1nc(NC(=O)C(Cl)Cl)sc1C(=O)N(C)C ?
CCHFV vOTU inh: 1; PrPC surface inh: 1; FadD28 FP inh: 0.3; Mtb FBA inh: 1; BoNT A protease: 0.4; BoNT F protease: 5; UGM FP inh: 1.5; GDH-TPI counter: 1

Results for Cc1cc(C)cc(N(CC(=O)NC2CCCCC2)C(=O)CCC(=O)Nc2cc(C)ccn2)c1 ?
CCHFV vOTU inh: -3; PrPC surface inh: 5; FadD28 FP inh: -0.8; Mtb FBA inh: -1; BoNT A protease: 0.6; BioA inh: -0.4; BoNT F protease: 6; GDH-TPI counter: -1

How did COc1ccccc1OCC(=O)NNC(=O)Nc1ccccc1 do in these assays?
CCHFV vOTU inh: 0; PrPC surface inh: 4; FadD28 FP inh: -1.3; Mtb FBA inh: 0; BoNT A protease: 1.8; BoNT F protease: inconclusive; UGM FP inh: 0.6; GDH-TPI counter: 0

Results for CCOc1cc(C2NN=C(c3ccccc3)S2)ccc1OCc1ccccc1Cl (configuration not stated) ?
CCHFV vOTU inh: -6; PrPC surface inh: -4; FadD28 FP inh: -4.2; Mtb FBA inh: 4; BoNT A protease: 0.5; BioA inh: -0.5; BoNT F protease: -5; UGM FP inh: -0.8; GDH-TPI counter: -7

How did CC(C)c1ccc(NC(=O)Cn2c(=O)oc3cccnc32)cc1 do in these assays?
CCHFV vOTU inh: -11; PrPC surface inh: 2; FadD28 FP inh: -5.1; Mtb FBA inh: 1; BoNT A protease: inconclusive; BoNT F protease: inconclusive; UGM FP inh: -2.6; GDH-TPI counter: 1

Results for CCN(CC)C(=O)c1[nH]cnc1C(=O)NCCCCCNC(=O)OC(C)(C)C ?
CCHFV vOTU inh: -3; PrPC surface inh: 1; FadD28 FP inh: -2.7; Mtb FBA inh: 0; BoNT A protease: -0.6; BioA inh: -0.5; BoNT F protease: -8; UGM FP inh: -2.6; GDH-TPI counter: 3

How did Cc1ccc(NC(=O)C2CC(O)CN2C(=O)OCc2ccccc2)cc1C (configuration not stated) do in these assays?
CCHFV vOTU inh: -1; PrPC surface inh: -5; FadD28 FP inh: 0.9; Mtb FBA inh: 0; BoNT A protease: 1.1; BioA inh: 1.1; BoNT F protease: -5; GDH-TPI counter: 4

Next part, starting with the last 3 of the part before.
How did CC(C)c1ccc(NC(=O)Cn2c(=O)oc3cccnc32)cc1 do in these assays?
CCHFV vOTU inh: -11; PrPC surface inh: 2; FadD28 FP inh: -5.1; Mtb FBA inh: 1; BoNT A protease: inconclusive; BoNT F protease: inconclusive; UGM FP inh: -2.6; GDH-TPI counter: 1

Results for CCN(CC)C(=O)c1[nH]cnc1C(=O)NCCCCCNC(=O)OC(C)(C)C ?
CCHFV vOTU inh: -3; PrPC surface inh: 1; FadD28 FP inh: -2.7; Mtb FBA inh: 0; BoNT A protease: -0.6; BioA inh: -0.5; BoNT F protease: -8; UGM FP inh: -2.6; GDH-TPI counter: 3

How did Cc1ccc(NC(=O)C2CC(O)CN2C(=O)OCc2ccccc2)cc1C (configuration not stated) do in these assays?
CCHFV vOTU inh: -1; PrPC surface inh: -5; FadD28 FP inh: 0.9; Mtb FBA inh: 0; BoNT A protease: 1.1; BioA inh: 1.1; BoNT F protease: -5; GDH-TPI counter: 4

Results for CC(C)OCCCN1C(=O)c2ccccc2C1C(=O)NC1CCCCC1 (configuration not stated) ?
CCHFV vOTU inh: 15; PrPC surface inh: 4; FadD28 FP inh: -4.0; Mtb FBA inh: -4; BoNT A protease: 1.8; BioA inh: 3.4; BoNT F protease: 11; UGM FP inh: -1.7; GDH-TPI counter: -15

Results for O=C(O)c1cc([N+](=O)[O-])ccc1C(=O)Nc1ccccc1 ?
CCHFV vOTU inh: -4; PrPC surface inh: 0; FadD28 FP inh: -2.1; Mtb FBA inh: -1; BoNT A protease: 1.1; BioA inh: -0.1; BoNT F protease: -8; UGM FP inh: 0.8; GDH-TPI counter: 3

What do the screens show for `CCOc1cccc(-c2cc(N3CCN(CCO)CC3)n3nccc3n2)c1`?
CCHFV vOTU inh: -11; PrPC surface inh: -5; FadD28 FP inh: -0.9; Mtb FBA inh: 16; BoNT A protease: 0.6; BioA inh: 1.5; BoNT F protease: -20; GDH-TPI counter: 17

How did COc1ccc(OC)c(NC(=O)CC(NC(C)=O)c2ccccc2)c1 (configuration not stated) do in these assays?
CCHFV vOTU inh: -9; PrPC surface inh: -2; FadD28 FP inh: -0.2; Mtb FBA inh: -4; BoNT A protease: 0.0; BioA inh: 4.0; BoNT F protease: 1; UGM FP inh: -1.1; GDH-TPI counter: -4

Results for Cc1cc(S(=O)(=O)NC2CCCCC2)ccc1OCC(=O)N1CCOCC1 ?
FadD28 FP inh: -2.0; Mtb FBA inh: 1; BoNT A protease: -0.8; BoNT F protease: -10; UGM FP inh: -2.1; GDH-TPI counter: -3

What do the screens show for `Cc1ccsc1C(=O)Nc1ccc(OCc2ccccc2)cc1`?
CCHFV vOTU inh: -15; PrPC surface inh: 0; FadD28 FP inh: -2.8; Mtb FBA inh: 2; BoNT A protease: 0.6; BioA inh: -2.5; BoNT F protease: -2; UGM FP inh: -0.8; GDH-TPI counter: 4

What do the screens show for `COc1cc([N+](=O)[O-])ccc1NC(=O)CN1CCOCC1`?
CCHFV vOTU inh: 5; PrPC surface inh: 0; FadD28 FP inh: -0.5; Mtb FBA inh: 3; BoNT A protease: -0.1; BioA inh: -0.3; BoNT F protease: -1; UGM FP inh: 0.9; GDH-TPI counter: 25

What do the screens show for `COc1cccc(NC(=O)N(CCCN2CCOCC2)C(C)c2cc3cccc(OC)c3o2)c1` (configuration not stated)?
CCHFV vOTU inh: 12; PrPC surface inh: 8; FadD28 FP inh: -2.4; Mtb FBA inh: 1; BoNT A protease: 0.3; BioA inh: -0.2; BoNT F protease: -1; UGM FP inh: 2.3; GDH-TPI counter: 1

Results for CCCOc1ccc(OC(=O)c2ccc(Br)o2)cc1 ?
CCHFV vOTU inh: -4; PrPC surface inh: 0; FadD28 FP inh: 0.1; Mtb FBA inh: 1; BoNT A protease: 0.4; BioA inh: 0.8; BoNT F protease: 2; UGM FP inh: -1.6; GDH-TPI counter: -6

Bioassay records deposited in PubChem BioAssay by several laboratories.
